PPARg SRC3 recr: promotes SRC-3 coactivator recruitment by human PPARgamma; biochemical PPARgamma/SRC-3 coactivator recruitment assay; activation, % at 8 µM; hit rate 0.26% among 200,000; AID 731; in the data active = activation above about 23%;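 note: 0% = DMSO and 100% = reference agonist; some compounds past the cut are filed as inactive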
Target sequence (P37231 whole entry, looked up): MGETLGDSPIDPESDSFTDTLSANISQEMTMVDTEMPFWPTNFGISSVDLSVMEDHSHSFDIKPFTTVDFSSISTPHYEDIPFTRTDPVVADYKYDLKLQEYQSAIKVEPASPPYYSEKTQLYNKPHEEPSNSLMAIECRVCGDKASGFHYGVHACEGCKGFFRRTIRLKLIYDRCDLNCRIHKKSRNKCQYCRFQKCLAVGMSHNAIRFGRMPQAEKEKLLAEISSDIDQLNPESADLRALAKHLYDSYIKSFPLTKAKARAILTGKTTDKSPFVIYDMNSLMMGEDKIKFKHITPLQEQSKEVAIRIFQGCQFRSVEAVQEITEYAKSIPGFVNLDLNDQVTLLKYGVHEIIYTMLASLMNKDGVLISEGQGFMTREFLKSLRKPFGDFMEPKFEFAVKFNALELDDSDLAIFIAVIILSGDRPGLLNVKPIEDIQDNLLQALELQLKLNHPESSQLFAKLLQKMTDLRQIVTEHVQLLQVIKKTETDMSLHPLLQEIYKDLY
ROMK mod: human ROMK K+ channel modulation, primary screen | Tet-inducible ROMK, thallium flux fluorescence; actives lie on both sides | AID 1918 | P48048 | hit rate 2% among 130,000 | B-score at 10 µM;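 active = signal ratio slope over the read window, or its plate-corrected B-score, at least 3 SD from the plate mean, either direction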;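 note: B-score of the F/F0 ratio slope over 7 to 12 s after thallium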
PPARg SRC-2 ag: PPARgamma-driven SRC-2 recruitment agonism. P37231. PPARgamma LBD-SRC-2 recruitment, biochemical. activation, % at 8 µM. hit rate 0.34% among 200,000. AID 1032; in the data active = activation above about 22%;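 note: 0% = vehicle and 100% = reference agonist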
TR-FRET SRC-2 ct: counter-screen for PPARgamma SRC-2 recruitment agonists: TR-FRET artefact; hits give high values; TR-FRET ratio at 8 µM; hit rate 0.4% among 200,000; AID 1049; in the data active = TR-FRET ratio above about 2000; note: inactives centre near 1500
TLR4-MyD88 BLA: inhibitors of human TLR4-MyD88 binding | inhibition, % at 8.4 µM | HeLa CL3-4 TLR4/MyD88 BLA complementation, FRET ratio | hit rate 0.18% among 200,000 | AID 861; in the data active = inhibition above about 25%;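 note: 0% = vehicle and 100% = reference inhibitor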
RAM network inh: blocks the yeast RAM network; hit rate 1.8% among 190,000; inhibition, % at 50 µM; S. cerevisiae dse1pr::URA3 reporter, 5-FOA growth OD615, 2 d; analog-sensitive cbk1-as2 kinase mutant strain;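 active = inhibition above a set limit, 3 SD over mean compound inhibition, cut at about 8.4% in these data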;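 note: 0% = DMSO-only wells with no growth and 100% = 10 µM 1-NA-PP1 full growth; inhibition rescues growth on 5-FOA so higher OD means more RAM inhibition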
PPARg SRC1 recr: agonists of human PPARgamma SRC-1 coactivator recruitment; PPARgamma-SRC-1 coactivator recruitment biochemical assay; hit rate 0.41% among 200,000; activation, % at 8 µM; P37231; in the data active = activation above about 19%;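 note: 0% = DMSO and 100% = reference agonist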
STAT3 activator: STAT3 signaling activation; AID 871; U3A cells, IL-6 STAT3-luciferase reporter, luminescence; 100% = signal with IL-6 EC80 alone; hit rate 0.91% among 190,000; activation (% of control), % at 5.6 µM;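 active = activation above the screen-wide mean of compound activation plus 3 SD, cut at about 130% in these data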;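 note: 0% = background luminescence of wells with medium and substrate only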
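Assay system – human STAT1-deficient U3A cells with stable STAT3-luciferase reporter · Also added – IL-6 (33 ng/mL) · Schedule – compound 1 h, then IL-6 6 h at 37 °C · Technique – reporter luminescence signal · Evaluation – % activation versus median of IL-6-stimulated wells · Benchmarks – IL-6-only wells as 100% reference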
STAT3 blocker: inhibitors of IL-6 induced STAT3 signaling. hit rate 0.89% among 190,000. inhibition, % at 5.5 µM. U3A cells, IL-6 STAT3-luciferase reporter, luminescence; host cell line lacks STAT1;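 active = inhibition above the mean inhibition across all screened compounds plus 3 SD, cut at about 44% in these data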;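 note: 0% = DMSO only wells and 100% = 100 µM nifuroxazide control wells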
S1P3 antag: blocks the human S1P3 receptor; CHO S1P3 NFAT-BLA reporter, FRET fluorescence, antagonist mode; AID 485; Q99500; hit rate 0.27% among 170,000; inhibition, % at 4.98 µM;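 active = inhibition above the plate cutoff, the mean inhibition of test wells on that plate plus 3 SD, cut at about 28% in these data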;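 note: cells challenged with S1P at its EC80 of 0.8 µM; blue over green emission ratio from cleaved BLA substrate after 4 h stimulation; 0% = S1P-stimulated wells and 100% = unstimulated DMSO-only wells; some compounds past the cut are filed as inactive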
Target sequence (Q99500 whole entry, looked up): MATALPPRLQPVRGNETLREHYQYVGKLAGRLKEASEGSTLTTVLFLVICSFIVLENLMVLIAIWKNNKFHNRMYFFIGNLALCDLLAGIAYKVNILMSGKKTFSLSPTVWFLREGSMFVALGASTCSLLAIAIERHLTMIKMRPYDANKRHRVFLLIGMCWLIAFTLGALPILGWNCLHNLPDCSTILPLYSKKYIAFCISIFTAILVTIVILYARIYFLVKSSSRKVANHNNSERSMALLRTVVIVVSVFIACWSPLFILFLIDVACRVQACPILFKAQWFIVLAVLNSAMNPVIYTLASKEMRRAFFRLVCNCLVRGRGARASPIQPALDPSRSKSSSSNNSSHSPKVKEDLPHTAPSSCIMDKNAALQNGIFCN
STAT1 inh: reduces IFN-gamma driven STAT1 reporter signal; inhibition, % at 5.5 µM; hit rate 0.35% among 200,000; NIH 3T3 STAT1-luciferase reporter, luminescence;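 active = inhibition above a set limit, the mean inhibition across all tested compounds plus 3 SD, cut at about 34% in these data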;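 note: 0% = IFN-gamma with DMSO and 100% = IFN-gamma with 300 µM nifuroxazide; values of inactives mirror those of a sister screen read the other way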
Starred values were filed as active, the others as inactive; . = not tested or not shown.

SMILES	PPARg SRC3 recr	ROMK mod	PPARg SRC-2 ag	TR-FRET SRC-2 ct	TLR4-MyD88 BLA	RAM network inh	PPARg SRC1 recr	STAT3 activator	STAT3 blocker	S1P3 antag	STAT1 inh
CSc1nncn1/N=C/c1cc(Cl)ccc1F	-7	-2.2	-7	1298	-6	2.0	1	91	13	-12	-7
c1cncc(-c2nn3c(Cn4nnc5ccccc54)nnc3s2)c1	-1	.	9	1389	-6	-0.1	1	100	10	-7	4
CC1(C)Cc2c(c(-c3ccco3)nc3sc4c(NCCN5CCOCC5)ncnc4c23)CO1	3	.	3	1754	9	1.9	16	108	-7	-10	14
O=C(CCC(=O)NNC(=O)Nc1cccc(Cl)c1)NCc1ccccc1	-1	-0.71	0	1373	-15	1.6	-9	100	4	-11	-8
CCn1cc(S(=O)(=O)CC(=O)NC2CCCCC2)c2ccccc21	1	.	1	1422	-4	1.2	2	104	1	.	8
CCC1(c2ccc(Cl)cc2)NC(=S)N(c2ccc(C)cc2)N1 (stereo not drawn)	5	0.68	11	1619	3	0.3	1	103	-6	0	-1
Cc1ccnc(NC(=O)CCC(=O)N(CC(=O)NCC2CCCO2)Cc2ccc(F)cc2)c1 (stereo not drawn)	-7	.	0	1407	14	-0.3	2	96	10	4	2
COc1ccc(-c2noc(CSc3nc4ccccc4c(=O)n3-c3ccccc3)n2)cc1OC	12	-0.32	2	1729	11	2.0	6	100	4	9	3
COc1cccc(/C=N\n2c(C)nnc2C)c1OC	-1	.	4	1505	-18	3.1	1	101	4	-8	7
O=C(CN1C(=O)C2C3C=CC(C3)C2C1=O)Nc1nncs1 (stereo not drawn)	6	-1.1	3	1829	-8	0.4	6	80	30	-8	7
O=C(Nc1ccccc1)NC(Cc1ccc(O)cc1)C(=O)O (stereo not drawn)	2	0.0014	1	1553	-2	1.0	0	101	1	-3	-3
CCOC(=O)Cc1csc(/N=C/c2c(O)n(-c3ccc(C)c(C)c3)c(=O)c3ccccc23)n1	1	0.91	-3	1527	2	1.0	-5	107	-6	-12	7
Cc1ccnc2nc(C(=O)OCC(=O)NCCc3ccccc3)nn12	0	0.048	4	1527	-1	1.7	5	108	-12	-10	1
O=C1CCCN1CCCN1C(=O)N[C@@H](Cc2ccccc2)C1=O	-3	0.0073	-3	1333	-9	1.3	5	100	3	9	6
CCc1cc2c(NC3CCCC3)ncnc2s1	1	-0.33	-3	1666	-24	2.8	3	93	13	-3	22
Cc1cc(NS(=O)(=O)c2ccc(NC(=O)CSc3nnc(-c4ccco4)n3C)cc2)nc(C)n1	2	.	6	1665	-7	1.9	1	85	18	8	8
CC1=NN(C(N)=S)C(=O)C1N=Nc1ccc(O)cc1 (stereo not drawn)	15	.	9	1711	10	2.5	12	106	-4	-15	3
CCC1(CC)C(=O)C(C)(C)C(=O)OC1c1cccs1 (stereo not drawn)	11	0.93	2	1636	3	0.9	-6	100	4	7	5
CCn1c(SCC(=O)NCCOc2ccccc2)nc2ccccc2c1=O	5	0.019	1	1407	-8	2.5	-10	92	13	20	-3
N#C/C(=C(/O)CN1C(=O)c2ccccc2C1=O)c1nc2ccccc2[nH]1	0	.	1	1435	7	3.2	5	97	10	1	0
COc1ccc(CCNc2ncnc3nc[nH]c23)cc1OC	4	.	-2	1720	-17	0.8	6	81	22	-10	0
CCOC(=O)c1cc(NC(=O)/C=C\C(=O)O)ccc1Cl	2	-1	-4	1221	-6	0.1	-7	97	8	6	10
Cc1ccc(N2C(=O)C(Cl)=C(NCCO)C2=O)c(C)c1	1	.	7	1517	3	1.6	7	106	-1	32	4
O=C(CSc1nnc(SCc2ccccc2)s1)N/N=C/c1c[nH]c2ccccc12	3	-0.18	2	1359	-2	2.4	-2	90	22	1	1
O=C(c1ccccc1Cl)N1CCN(c2ccccn2)CC1	4	.	5	1510	14	-0.3	-6	108	-5	-3	-1
Cn1c(CNc2ccc(Cl)cc2)nnc1SCc1ccccc1	-9	.	3	1457	9	0.8	1	102	7	-12	1
Nc1ccc(Cc2nc3cc4ccccc4cc3[nH]2)cc1	12	.	5	1411	-6	2.4	-3	136*	-39	.	-13
Cc1cc(C)n2cc(CSc3nnnn3-c3ccccc3C)nc2n1	5	.	-2	1506	-1	0.0	8	97	12	-120	1
CCOc1ccc(-n2c(=O)c3c4c(sc3n(CC(=O)NCC3CCCO3)c2=O)CCC4)cc1 (stereo not drawn)	-6	0.36	10	1673	-2	0.1	-1	101	7	-19	12
COc1ccc(N2CCN(C(CNS(=O)(=O)c3cc(F)ccc3F)c3cccnc3)CC2)cc1 (stereo not drawn)	0	0.4	6	1350	-6	2.6	0	102	-3	.	-4
COc1ccc(OC)c(NC(=S)NCc2ccc(S(N)(=O)=O)cc2)c1	-2	.	3	1580	-3	-0.1	0	102	3	2	-6
CN(Cc1ccccc1)C(=O)COC(=O)Cn1cnc2ccccc21	-1	0.76	-2	1369	11	-1.0	-1	107	-7	-13	5
O=C(Nc1cccnc1)Nc1ccc(Cl)cc1Cl	0	.	4	1476	4	1.0	3	89	14	-10	-9
CSc1ccccc1C(=O)C1CCCN(C(=O)c2cc(C(C)C)no2)C1 (stereo not drawn)	6	0.047	-3	1428	7	-1.1	8	99	5	8	5
O=C(CCn1cnnn1)Nc1ccc(Cl)cc1Cl	2	0.93	2	1794	-8	1.9	6	100	2	-18	4
Cc1c(Nc2nc(-c3ccc(Cl)cc3)cs2)c(=O)n(-c2ccccc2)n1C	0	.	3	1611	-12	-0.8	-4	98	1	-23	5
O=C1N2c3ccccc3CCc3cccc(c32)C1(O)C(F)(F)F (stereo not drawn)	-12	.	-3	1519	16	1.6	-9	97	7	-33	-2
Cc1ccc(C(C)NC(=O)c2ccco2)cc1 (stereo not drawn)	-3	0.16	1	1467	-3	1.6	0	93	12	.	-2
COc1ccc2[nH]cc(C(O)CN3CCN(c4ccccc4)CC3)c2c1 (stereo not drawn)	-9	.	2	1613	0	0.1	1	99	5	20	-4
C/C=C/Cn1c(N(C)Cc2ccccc2)nc2c1c(=O)[nH]c(=O)n2C	4	.	1	1496	-1	0.1	5	98	3	16	-9
O=C(c1cccs1)c1coc2ccc(O)cc12	6	1.5	-2	1381	17	0.1	1	91	8	.	0
N#CCc1nc(CSc2nc3ccccc3o2)cs1	6	.	-2	1621	5	1.6	8	96	9	-11	-31
CCOc1ccc(-c2nnn(CCC#N)n2)cc1OC	2	-0.33	-2	1397	8	-0.3	2	102	0	-4	0
O=C(CCc1c[nH]c2ccccc12)NCC1COc2ccccc2O1 (stereo not drawn)	2	-0.15	1	1579	5	1.1	8	101	0	3	-7
O=C(CO/N=C/c1ccccc1OC(F)F)NC1CCCC1	4	0.22	12	1769	16	0.2	1	101	3	-5	2
O=C(CNC(=S)NC(=O)c1cccs1)c1ccccc1	6	-0.013	7	1623	4	0.5	3	86	17	-5	-13
CC(C)CN(CC(C)C)S(=O)(=O)N1CCC(C(=O)NCCN2CCOCC2)CC1	-5	.	0	1529	-1	1.3	6	105	-3	11	-3
O=C(CN1CCN(c2ccccc2F)CC1)c1ccc2cc[nH]c2c1	4	.	3	1646	5	0.1	4	95	15	-9	1
Cc1nnsc1C(=O)N/N=C/c1ccccc1	-1	.	-9	1660	14	1.2	4	92	10	2	0
CCN=C(NCC)SC1CC(=O)N(c2ccccc2)C1=O (stereo not drawn)	5	.	-1	1692	3	-0.5	4	103	2	13	8

Given with two lines to a compound: three of the compounds above.
Every second line gives: PPARg SRC3 recr | ROMK mod | PPARg SRC-2 ag | TR-FRET SRC-2 ct | TLR4-MyD88 BLA | RAM network inh | PPARg SRC1 recr | STAT3 activator | STAT3 blocker | S1P3 antag | STAT1 inh
O=C(CNC(=S)NC(=O)c1cccs1)c1ccccc1
  6 | -0.013 | 7 | 1623 | 4 | 0.5 | 3 | 86 | 17 | -5 | -13
CC(C)CN(CC(C)C)S(=O)(=O)N1CCC(C(=O)NCCN2CCOCC2)CC1
  -5 | . | 0 | 1529 | -1 | 1.3 | 6 | 105 | -3 | 11 | -3
O=C(CN1CCN(c2ccccc2F)CC1)c1ccc2cc[nH]c2c1
  4 | . | 3 | 1646 | 5 | 0.1 | 4 | 95 | 15 | -9 | 1

Remaining list, next part.
SMILES	PPARg SRC3 recr	ROMK mod	PPARg SRC-2 ag	TR-FRET SRC-2 ct	TLR4-MyD88 BLA	RAM network inh	PPARg SRC1 recr	STAT3 activator	STAT3 blocker	S1P3 antag	STAT1 inh
O=C(N/N=C/c1ccc(O)cc1)/C(=C/c1ccccc1)CCO	-5	.	-7	1438	-5	-0.2	-7	101	-2	-16	0
COC(=O)c1c(NC(=O)CN2C(=O)c3ccccc3C2=O)sc(Cc2ccc3c(c2)OCO3)c1C	1	0.11	-6	1420	10	3.6	-7	102	-2	10	-4
O=C(c1ccccc1)N1CCN(C(=S)NCc2ccco2)CC1	0	0.82	0	1587	9	-0.5	-4	104	1	-8	5
O=C(NCc1ccccc1)C1Cc2ccccc2CN1C(=O)c1ccco1 (stereo not drawn)	4	-1.1	7	1543	-11	-0.9	4	106	-6	-24	0
COCC(=O)Nc1nc2ccc(S(C)(=O)=O)cc2s1	13	.	6	1412	-10	-1.5	-5	105	-2	17	-25
CCOc1cc(/C=N/NC(=O)Cc2ccc(C(F)(F)F)cc2[N+](=O)[O-])ccc1O	-2	-0.13	-3	1342	-6	1.5	3	106	-10	-3	-3
COc1ccc(CN2CCNC(=O)C2CC(=O)N2CCCCO2)c(OC)c1 (stereo not drawn)	-3	0.27	3	1635	0	0.3	-2	110	-5	-6	-1
CCC(=O)Nc1ccc2c(c1)nc1n2CCN(C2CCCCC2)C1	-1	0.73	12	1461	-6	-1.1	-8	102	0	-4	-19
O=C(OCc1cc(=O)n2cc(Br)ccc2n1)c1ccc(Cl)c(S(=O)(=O)NCc2ccccc2)c1	1	-0.45	6	1565	-5	2.0	3	101	2	-1	2
CCCCc1ccc(-n2nnnc2SCC(=O)Nc2cc(OC)c([N+](=O)[O-])cc2C)cc1	2	0.32	0	1523	-18	3.6	3	107	-9	7	10
Nc1ccc(N2CCCCC2)c(Cl)c1	-1	0.18	10	1587	-2	2.1	5	98	8	4	-2
O=C(c1ccc(=O)n(Cc2ccccc2)n1)N1CCN(C/C=C/c2ccccc2)CC1	-2	.	-4	1598	-5	0.3	5	98	8	-2	-1
Cc1cccc(Oc2ncnc3oc(-c4ccccc4)cc23)c1C	3	.	12	1613	-17	5.5	6	97	9	.	-2
Cc1ccc(Nc2nc(CSc3nnc(-c4ccccc4C)n3C)cs2)cc1	0	0.057	-2	1442	-7	1.4	-6	106	-5	-6	-5
CCOc1ccc2c(c1)OC(c1ccccc1)(C(F)(F)F)NC2=O (stereo not drawn)	1	.	-2	1538	-19	3.4	-2	108	-7	-7	1
CCc1cc2c(=O)n(Cc3ccco3)c(SCC(=O)N(C)C3CCS(=O)(=O)C3)nc2s1 (stereo not drawn)	-2	-0.069	2	1551	-14	1.0	1	105	-4	-17	1
